# TRHR ag = activates the human TRH receptor | P34981 | TRHR cells, calcium flux fluo-8, FDSS agonist mode | activation, % at 2 µM | hit rate 0.18% among 360,000 | AID 493084; in the data active = activation above about 30%; also: 0% is about no effect
#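 Fluo-8-loaded TRHR cells; 10 s baseline, compound added, kinetic Ca2+ fluorescence read 1/s, agonist mode.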
# POLB inh = DNA polymerase beta (human) inhibition; Pol beta primer extension/strand displacement, fluorescence kinetic; Potency, µM (highest dose often 114 µM), without a hit: top-dose activity change, negative = inhibition, hits mostly inhibitors; hit rate 1.3% among 340,000; AID 485314; also: potency is read from the fitted curve at half-maximal effect; % is scaled to controls: 0 for no effect and ±100 for the full control effect
#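 Enzyme-only controls used 10 nM Pol beta; buffer lacking enzyme served as negative control. Compound preincubated 15 min, then 50 nM substrate added; 0 and 10 min reads at room temperature.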
# Pol iota inh = blocks human DNA polymerase iota activity; Q9UNA4; Pol iota fluorescent replication assay, 10 min; Potency, µM (series often up to 115 µM), for inactives: at the top dose activity, negative = inhibition, hits mostly inhibitors; hit rate 1% among 390,000; AID 588590; also: potency is read from the fitted curve at half-maximal effect
#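 Pol iota at 10 nM preincubated 15 min with compounds at room temperature; reaction started with fluorescent substrate, 50 nM final. Fluorescence read kinetically at 0 and 10 min; buffer-only wells as negative control.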
# BLM helicase inh = Bloom syndrome helicase (human) inhibition; recombinant BLM DNA unwinding, fluorescence dequenching; AID 2528; Potency, µM (series often up to 56.1 µM), for inactives: top-dose activity change, negative = inhibition, most hits filed as inhibitors; P54132; hit rate 0.2% among 350,000;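 also: potency is read from the fitted curve at half-maximal effect; plate controls were vehicle for no effect and no enzyme for full effect; nearly all actives have a fitted effect of over 35% in size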
# 12-LOX inh = inhibitors of human 12S-lipoxygenase ALOX12; P18054; purified 12hLO, xylenol orange hydroperoxide absorbance; Potency, µM (top dose mostly 108 µM), for inactives: top-dose activity change, negative = inhibition, usual class: inhibitors; hit rate 1.1% among 580,000; also: potency is read from the fitted curve at half-maximal effect; % is scaled to controls: 0 for no effect and ±100 for the full control effect
# Target sequence (P18054 whole entry, looked up): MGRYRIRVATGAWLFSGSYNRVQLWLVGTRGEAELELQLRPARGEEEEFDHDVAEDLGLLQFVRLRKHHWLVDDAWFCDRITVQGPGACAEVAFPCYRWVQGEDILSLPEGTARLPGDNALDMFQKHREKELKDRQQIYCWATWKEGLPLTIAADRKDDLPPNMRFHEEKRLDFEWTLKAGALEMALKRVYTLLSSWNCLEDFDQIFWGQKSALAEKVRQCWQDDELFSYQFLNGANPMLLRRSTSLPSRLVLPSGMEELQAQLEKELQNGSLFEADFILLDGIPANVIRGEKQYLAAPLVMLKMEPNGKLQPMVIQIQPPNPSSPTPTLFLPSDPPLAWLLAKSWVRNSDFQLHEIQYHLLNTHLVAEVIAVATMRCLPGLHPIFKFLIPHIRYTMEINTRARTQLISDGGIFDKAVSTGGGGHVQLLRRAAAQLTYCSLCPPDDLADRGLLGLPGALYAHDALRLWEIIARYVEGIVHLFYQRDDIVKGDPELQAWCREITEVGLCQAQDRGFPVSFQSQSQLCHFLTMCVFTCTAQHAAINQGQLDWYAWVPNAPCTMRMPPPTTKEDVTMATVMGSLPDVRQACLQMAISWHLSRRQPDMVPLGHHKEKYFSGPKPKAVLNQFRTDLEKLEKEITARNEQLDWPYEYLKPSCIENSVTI
#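 Hydroperoxide product was detected by ferrous iron/xylenol orange as the 573 to 405 nm absorbance ratio. Arachidonic acid at 40 uM (final) was turned over for 30 min at room temperature by 150 nM human 12hLO, pH 7.0 Hepes buffer, after 15 min compound preincubation.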
# Anesthetic bind = candidate novel general anesthetic via apoferritin binding; apoferritin/1-aminoanthracene competitive binding, fluorescence; Potency, µM (doses to about 77.5 µM), inactives show at the top dose activity change, negative = displacement, most hits filed as inhibitors; hit rate 0.074% among 350,000; also: potency is read from the fitted curve at half-maximal effect; % is scaled to controls: 0 for no effect and ±100 for the full control effect; nearly all actives have a fitted effect of over 20% in size
# Target sequence (P02791 2-175 limits assumed): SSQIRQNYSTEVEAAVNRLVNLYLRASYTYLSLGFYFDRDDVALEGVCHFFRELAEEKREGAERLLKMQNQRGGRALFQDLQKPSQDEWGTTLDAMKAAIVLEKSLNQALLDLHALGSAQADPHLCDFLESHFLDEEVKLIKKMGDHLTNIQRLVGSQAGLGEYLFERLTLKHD
#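 Concentration-response curves derived by four-parameter Hill fitting of normalized fluorescence, where compounds displaced 1-AMA from 10 uM horse apoferritin following a brief 10 min room-temperature incubation; propofol titration acted as positive control.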
# ERG-DNA inh = inhibitors of human ERG Ets domain-DNA interaction; fluorescence polarization, His-ERG Ets domain / labelled DNA; Potency, µM (highest dose often 76.9 µM), for the others: at the highest dose FP activity, negative = inhibition, most hits filed as inhibitors; hit rate 0.028% among 370,000; AID 624246; active = well fitted inhibition curve with a large enough effect in the polarisation, with a control signal flat; inconclusive = small, poorly fitted or top-dose-only effect, or effect the other way, or a change in a side signal; inactive = no such curve, though single readings can be large or run the other way; the % refers to the polarisation;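 also: polarization taken with two DNA probes labelled with fluorescein and Texas red; potency is read from the fitted curve at half-maximal effect; % of control where 0% means no effect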
#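 His-tagged ERG Ets domain (1 uM in the protein solution; 300mM KCl, 50mM Tris-HCl, 1mM EDTA, 1mM DTT, pH 7.5) received compound, then a probe mix of 5 nM fluorescein-DNA and 100nM Texas-615-DNA. Fluorescence polarization was read for both dyes.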
# APEX1 inh = inhibitors of human APE1 endonuclease. hit rate 0.35% among 350,000. Potency, µM (top dose mostly 65.8 µM), for the others: top-dose activity change, negative = inhibition, most hits filed as inhibitors. AID 2517. recombinant APE1, TAMRA/BHQ-2 abasic DNA cleavage fluorescence. P27695;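 also: potency is read from the fitted curve at half-maximal effect; plate controls were vehicle for no effect and reference inhibitor for full effect; nearly all actives have a fitted effect of over 55% in size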
#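 Incision of a quenched TAMRA/BHQ-2 THF abasic-site duplex (50 nM) by 0.75 nM APE1, after 15 min compound preincubation, measured as fluorescence increase over three 60 s reads. Values normalized to buffer, DMSO and NSC13755 control wells.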
# Pol kappa inh = blocks human DNA polymerase kappa activity. Q9UBT6. purified Pol kappa, fluorescent DNA synthesis assay, 10 min. Potency, µM (titrated, usually from 107 µM), without a hit: top-dose activity, negative = inhibition, actives largely listed as inhibitors. hit rate 0.53% among 400,000; also: potency is read from the fitted curve at half-maximal effect; % is scaled to controls: 0 for no effect and ±100 for the full control effect
#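 Pol kappa 10 nM + cpd, 15 min RT; start w/ substrate 50 nM final; fluorescence kinetic read, 0 and 10 min. Neg ctrl: buffer, no enzyme.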
# * hit, by the source's call; ? = inconclusive; / = no result given; & = joins results of further samples; [ ] = dose if it differs, or a comment. Unless noted, calls follow the shape of the dose curve; as a rule, active = well fitted curve in the direction sought with a large enough effect; inconclusive = small, poorly fitted or top-dose-only effect, or another doubt; inactive = no such curve, though single readings can be large; an effect the other way counts as inactive or inconclusive. Only part of the results is shown (hit frequency here may not be typical).
Compound	TRHR ag	POLB inh	Pol iota inh	BLM helicase inh	12-LOX inh	Anesthetic bind	ERG-DNA inh	APEX1 inh	Pol kappa inh
Cn1nnnc1SCc1ccc(CSc2nnnn2C)cc1	-0.6	29%	2%	0%	-1%	-6%	-5%	3%	-12%
CN1CCN(C(=O)N2CCNC2=O)CC1	0.0	14%	12%	3%	0%	14%	0%	3%	-5%
CC1=C(C(=O)Nc2ccccc2C)C2(CCCCC2)C(C(N)=O)C(=S)N1 (stereo not drawn)	-0.1	30%	-21%	-11%	-7%	-2%	5%	?	-8%
COc1ccccc1CNC(=O)[C@@H](NC(=O)C1CCN(C(=O)[C@@H]2CCCN2C(=O)OC(C)(C)C)CC1)C(C)C	-0.4	49%	20%	1%	5%	-9%	-8%	7%	2%
C/C(NCC(C)(C)CN(C)C)=C(/C#N)C(=O)NCc1ccccc1	0.7	12%	16%	1%	-14%	-18%	3%	-2%	-5%
CCc1ccc(S(=O)(=O)Nc2cccc(-c3ccc4nncn4n3)c2)s1	0.1	?	-23%	-15%	-3%	-16%	2%	?	-12%
CCNC(=O)NC(=O)CSc1nnc(-c2c[nH]c3ccccc23)o1	-0.1	39%	-20%	1%	-18%&0%	-9%	-11%	0%	-6%
COc1ccc(OC)c(/C=N\NC(=O)c2ccc(-c3ccccc3)cc2)c1	0.1	8%	27%	-5%	0%	119%[activator]	-5%	21%	-9%
CCn1cc(C(=O)N2CCN(c3cc(C)ccc3C)CC2)c(=O)c2cc(S(=O)(=O)N3CCOCC3)ccc21	-0.2	-8%	1%	1%	-5%	?	2%	/	-3%
COc1ccc(Nc2c(-c3ccsc3)nc3nc(C)cc(C)n23)cc1	-0.6	-3%	-5%	-1%	-22%	-3%	-3%	/	-10%
O=S(=O)(c1ccccc1Oc1ccc(Cl)cc1Cl)N1CCCCC1	-0.8	-12%	0%	-9%	0%	0%	-3%	-2%	-11%
Cc1c(C(=O)Nc2nccs2)oc2ccc(Br)cc12	/	/	-7%	/	-1%	/	4%	12%	-15%
Cc1cccc(NC(=O)Cn2cc(S(=O)(=O)c3ccc(F)cc3)c(=O)c3cc4c(cc32)OCO4)c1	-2.6	8%	40%[activator]	-17%	-28%	-14%	-2%	/	-13%
Cn1c(=O)c2c(nc(OCC3COC(C)(C)O3)n2Cc2ccccc2F)n(C)c1=O (stereo not drawn)	-0.3	1%	11%	-1%	3%	-16%	3%	-1%	-9%
O=C(N1CCOCC1)N1CCC(n2nnc3cc(F)ccc32)CC1	0.1	-8%	?	-5%	-13%	-2%	-15%	-1%	-13%
O=C(Cc1ccccc1)Nc1ccc(NC(=O)c2cccs2)cc1Cl	-0.1	22%	?	-7%	-1%	-4%	12%	-3%	-17%
Oc1ccc(/C=C/c2ccnc3ccccc23)cc1	1.0	5%	90%[activator]	1%	?	1%	-6%	-3%	-10%
Cc1cc(C)c2c(=O)[nH]c(SCc3ccccc3C)nc2n1	-1.4	-2%	35%[activator]	-8%	?	?	7%	1%	-1%
CC(=O)Nc1ccc(NC(=O)c2ccc(N(Cc3ccccc3C)S(C)(=O)=O)cc2)cc1	/	/	15%	/	?	/	0%	/	1%
Cc1ccc(N(CC(=O)NCc2ccccc2)S(=O)(=O)c2c(C)noc2C)cc1	0.1	-24%	2%	-3%	5%	8%	8%	65%[activator]	4%
COc1ccc(S(=O)(=O)Nc2ccc(NC(C)=O)cc2)cc1Br	0.6	14%	32%[activator]	0%	-4%	-16%	-6%	-3%	2%
Cc1ccc(C(C(=O)NC2CCCC2)N(Cc2ccc3c(c2)OCO3)C(=O)c2snc(C(N)=O)c2N)cc1 (stereo not drawn)	1.6	-2%	23%	-1%	1%	-7%	-2%	2%	-16%
COC(=O)CNC(=O)/C=C/c1ccc(OC)cc1	0.2	25%	30%	3%	20%	-4%	10%	-3%	10%
CCn1c(O)c(C=NCc2ccccc2)sc1=S	0.3	25%	-7%	-5%	35%[activator]	-14%	-3%	9%	-23%
Cc1cccc(OCCn2c(=O)sc3ccccc32)c1	-0.4	5%	4%	-12%	183%[activator]	2%	-2%	-5%	-13%
O=C(Nc1ccc(O)c2c(=O)cc(-c3ccccc3Cl)oc12)c1ccc(F)cc1	-0.6	7%	-2%&9%	0%&0%	-5%	-12%&-1%	-8%	-3%&0%	10%&-23%
CC(C)c1ccccc1NC(=O)c1cccnc1	0.6	5%	26%	-3%	-10%	-5%	2%	14%	1%
Cc1ccc(CCNCc2c(C(=O)O)c(C)n(-c3ccccc3)c2C)cc1	-0.8	36%	-11%	1%	?	-16%	5%	-7%	-3%[60.1 µM]
COc1ccc(NC2CCCN(C(=O)c3ccc(C(C)=O)s3)C2)cc1 (stereo not drawn)	1.8	12%	28%	-1%	2%	4%	-22%	53%[activator]	10%
O=S(=O)(c1ccc(F)cc1)c1nc(-c2ccco2)oc1Nc1ccccc1	0.4	-10%	6%	-15%	-12%	-2%	2%	-9%	-1%
CC(C)(O)C(O)COc1c2ccoc2cc2oc(=O)ccc12 (stereo not drawn)	-0.3	22µM*	?	-4%	0%	-1%	0%	?	?
COc1ccccc1C(CNC(=O)c1oc2ccccc2c1C)N1CCCC1 (stereo not drawn)	0.3	/	4%	/	-7%	/	0%	36%[activator]	-20%
CC(=O)N1CCN(Cc2nc3cc(NC(=O)c4cccc(Br)c4)ccc3n2C)CC1	0.1	11%	-5%	-4%	0%	-6%	-10%	-2%	-1%
c1ccc(-c2ccc(CN3C[C@@H]4C(c5ccccc5)C5(c6cccnc6)CC4(C5)[C@H]3c3ccccc3)cc2)cc1 (stereo partly drawn)	-0.1	-14%	?	-2%&-4%	1%	-2%&5%	-3%	21%&1%	-16%
Cc1ccc(Sc2oc(/C=N/n3cnnc3)cc2Br)cc1	0.3	4%	19%	-5%	15%	-15%	/	-3%	-12%[60.1 µM]
Cc1ccc(S(=O)(=O)NCCC(=O)N2CCC(C)CC2)cc1	1.3	/	33%[activator]	/	-30%	/	4%	14%	3%
CC1(C)CC(=O)C(C=Nc2cc(C(=O)c3ccccc3)ccc2N)=C(O)C1	2.8	25%	?	-7%	-7%	?	16%	2%	-5%
O=[N+]([O-])c1cc(C(F)(F)F)ccc1N1CCCC(O)C1 (stereo not drawn)	0.4	35%	-8%	-1%	?	-10%	7%	-5%	5%
Cc1cc(OCc2cc(C(=O)NCC3(C)COC3)no2)cc(C)c1Cl	0.0	?	27%	-11%	0%	?	-6%	25%	3%
O=C(COc1ccc(Cl)cc1Cl)NCCCn1ccnc1	-1.1	-12%	-6%	-2%	?	-9%	0%	1%	-11%
Cc1nn(-c2ccccc2)c(C)c1/C=C/C(=O)OCC(=O)Nc1ncc(Cl)cc1Cl	-1.2	-13%	?	-8%	-2%	5%	0%	-8%	?
COc1ccc(S(=O)(=O)N2CCCCC2)cc1NC(=O)Cc1c[nH]c2ccccc12	1.7	38%	6%	-9%	?	-11%	-4%	5%	-6%
O=C(Cc1ccccc1)NC(c1ccco1)c1c(O)ccc2ccccc12 (stereo not drawn)	-1.2	-26%	28%	-13%	-26%	-10%	11%	?	-8%
COc1cc(-n2c(=O)c3ccccc3n(Cc3cccc(C)c3)c2=O)cc(OC)c1OC	0.5	-8%	19%	-1%	-1%	1%	-16%	-2%	-16%
COc1ccc(S(=O)(=O)Nc2c(C)cc(C)cc2C)c2cccnc12	-0.9	1%	22%	-2%	3%	-23%	-8%	34%	16%
Cc1ccc(CCNC(=O)C2CCCN(S(=O)(=O)c3c(C)noc3/C=C/N(C)C)C2)cc1 (stereo not drawn)	1.1	5%	-16%	-5%	19%	-6%	12%	5%	-5%
Cc1cnn(-c2cc(N/N=C/c3ccccc3Cl)ncn2)c1	0.0	4%	?	6%	430%[activator]	-5%	1%	1%	4%
Cn1nccc1C(=O)N/N=C/c1c(O)ccc2ccccc12	8.6	-3%	21%	-4%	-3%	143%[activator]	3%	14%	-14%
CCOC(=O)c1ccc(NC(=O)c2c(NCc3cc(OC)ccc3OC)sc3c2CCC3)cc1	-0.1	0%	19%	-9%	-29%	3%	-14%	/	-9%[60.1 µM]
CCN(CC)C(=O)c1ccc(Nc2nnc(-c3ccc(O)cc3)c3ccccc23)cc1	-0.1	14%	16%	-8%	-60%	3%	-4%	2%	9%
O=C(CN(Cc1ccco1)C(=O)c1ccccc1)Nc1ccc(Cl)c(Cl)c1	-0.3	1%	5%	-13%	-24%	-5%	-8%	10%	-21%
O=C1CCC(=O)N1CC(=O)N1c2ccccc2Sc2ccccc21	0.3	24%	35%[activator]	0%	-13%	-6%	-3%	0%	0%
CCOc1ccc(N2CC(C(=O)Nc3ccc(S(=O)(=O)N4CCCCC4)cc3)CC2=O)cc1 (stereo not drawn)	0.2	/	10%	/	9%	/	-12%	4%	-4%
